SENP8 block-1: SENP8 (human) protease inhibition. recombinant SENP8, Nedd8 substrate fluorescence. 0.64% of 360,000 active. inhibition, % at 20 µM. AID 602440; in the data active means inhibition mostly above about 40%, no sharp cut-off; inactive means mostly below about 27%
Target sequence (Q96LD8 whole entry, looked up): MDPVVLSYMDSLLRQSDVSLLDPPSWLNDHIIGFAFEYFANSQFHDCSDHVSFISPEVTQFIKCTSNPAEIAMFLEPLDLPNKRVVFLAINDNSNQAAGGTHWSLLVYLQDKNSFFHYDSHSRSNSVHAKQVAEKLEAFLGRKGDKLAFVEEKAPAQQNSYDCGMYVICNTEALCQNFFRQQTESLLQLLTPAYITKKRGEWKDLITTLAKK
SENP1 FRET inh: inhibitors of human SENP1 SUMO protease catalytic domain; recombinant SENP1 catalytic domain, CyPet-SUMO1-YPet FRET cleavage; inhibition, % at 10 µM; 0.21% of 360,000 active; AID 624204;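 active means inhibition at least 30% at 10 µM, raw YFP signal under a set limit, fluorescence ratio 0.5 to 1.5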;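 further: 0% = enzyme with DMSO and 100% = no enzyme wells; some results filed as inactive read as strong as hits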
Target sequence (Q9P0U3 419-644 limits assumed): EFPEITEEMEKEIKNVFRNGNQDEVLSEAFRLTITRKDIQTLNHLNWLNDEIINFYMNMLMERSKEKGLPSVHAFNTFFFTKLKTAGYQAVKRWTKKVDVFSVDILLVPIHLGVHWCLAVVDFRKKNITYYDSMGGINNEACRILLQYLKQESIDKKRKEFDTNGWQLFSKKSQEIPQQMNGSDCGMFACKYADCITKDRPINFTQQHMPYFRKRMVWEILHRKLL
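Test system: human SENP1 catalytic domain; medium: Tris pH 8 buffer plus EDTA, NaCl, BME, BSA, NP40, catalase; incubation: 50 min reaction at room temperature; technique: FRET, CFP and YFP emission; controls: no-enzyme low control and enzyme-plus-DMSO high control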
PfG6PD inh: PfG6PD (Plasmodium falciparum) enzyme inhibition | AID 504690 | PfGluPho enzyme, NADPH resazurin-diaphorase fluorescence | 0.78% of 350,000 active | inhibition, % at 20 µM;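 active means inhibition reaching at least a set limit at 20 µM in the primary screen, cut at about 59% in these data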;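 further: 0% = DMSO wells with substrate and 100% = DMSO wells lacking glucose-6-phosphate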
SENP8 block-2: blocks the human protease SENP8; Q96LD8; inhibition, % at 10 µM; 1.2% of 330,000 active; AID 2540; purified SENP8, Z-RLRGG-aminoluciferin cleavage, luminescence; in the data active means inhibition above about 50%
SENP6 inh: SENP6 protease inhibition; Recombinant SENP6 catalytic domain, aminoluciferin luminescence; inhibition, % at 10 µM; 1.8% of 330,000 active;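 active means inhibition above about 50% at the single tested dose, limit read from the data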;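 further: plate controls were DMSO wells with enzyme for no effect and DMSO wells lacking enzyme for full effect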
Target sequence (Q9GZR1 628-1112 limits assumed): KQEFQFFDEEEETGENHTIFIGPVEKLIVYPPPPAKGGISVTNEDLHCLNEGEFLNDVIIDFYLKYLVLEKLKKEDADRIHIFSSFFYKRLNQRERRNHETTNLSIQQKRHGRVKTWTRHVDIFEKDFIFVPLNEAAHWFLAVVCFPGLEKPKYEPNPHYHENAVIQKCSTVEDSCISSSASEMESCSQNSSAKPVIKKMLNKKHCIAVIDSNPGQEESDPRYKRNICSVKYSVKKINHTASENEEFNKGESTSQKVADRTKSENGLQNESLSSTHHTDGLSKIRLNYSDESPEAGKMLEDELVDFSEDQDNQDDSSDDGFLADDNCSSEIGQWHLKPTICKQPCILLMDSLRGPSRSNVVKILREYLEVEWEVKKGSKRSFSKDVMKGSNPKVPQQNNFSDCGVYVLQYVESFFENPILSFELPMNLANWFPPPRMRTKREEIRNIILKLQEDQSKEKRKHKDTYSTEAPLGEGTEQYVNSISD
Apaf-1 inh: inhibitors of human Apaf-1 apoptosome; O14727; reconstituted apoptosome caspase-3 activity, DEVD-Rh110 fluorescence; inhibition, % at 20 µM; 0.71% of 330,000 active; AID 489030; active means inhibition of at least 40% at 20 µM;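 further: plate controls were DMSO wells for no effect and DEVD-CHO caspase inhibitor wells for full effect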
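Medium: Hepes buffer, pH 7.5 / System: biochemical Apaf-1 apoptosome reconstitution / Measured by: Rh110 fluorescence, excitation 480 nm, emission 540 nm / Times: compound with Apaf-1, dATP, procaspase-3 30 min, then 50 min reaction, room temperature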
SENP7 inh: blocks the human protease SENP7. 1.5% of 330,000 active. Q9BQF6. inhibition, % at 5 µM. recombinant SENP7, Z-RLRGG-aminoluciferin luminescence, 40 min. AID 434973;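 active means inhibition above about 50% at the single test dose, limit read from the data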;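 further: plate controls were DMSO with enzyme for no effect and no enzyme buffer wells for full effect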
HKDC1 inhibitor: HKDC1 (human) hexokinase inhibition | Q2TB90 | AID 493160 | inhibition, % at 20 µM | recombinant HKDC1, G6PDH/diaphorase resazurin coupled fluorescence | 0.16% of 340,000 active;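 active means inhibition above about 35% when tested at 20 µM, limit read from the data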;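 further: plate controls were DMSO wells with enzyme for no effect and DMSO wells lacking enzyme for full effect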
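System: Recombinant HKDC1 hexokinase | Amount: HKDC1 at 5 µg/mL | Reagent: Glucose with 1 mM ATP | Doses: Single 20 µM dose | Incubation: Reaction time 90 min, room temperature, protected from light | Signal: Coupled resazurin fluorescence, excitation 525 nm, emission 613 nm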
NLRP3 yeast inh: NALP3 inhibition in yeast; Yeast reconstituted NLRP3/ASC/caspase-1, beta-gal luminescence, 24 h; inhibition, % at 10 µM; 0.39% of 330,000 active;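 active means inhibition of 50% or more; inactive means inhibition below 50%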;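 further: plate controls were induced DMSO wells for no effect and uninduced yeast grown without galactose for full effect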
The depositor's hits bear a star; . = no result given.

entry	SMILES	SENP8 block-1	SENP1 FRET inh	PfG6PD inh	SENP8 block-2	SENP6 inh
1	CC1CCc2c(C(=O)NCCN3CCOCC3)csc2C1 (stereo not drawn)	11	-1	-3	-3	-13
2	FC(F)(F)c1nc2nncn2c2c1CCCCC2	-472	5	14	-7	-8
3	O=C(Nc1c(C(=O)N2CCN(c3ccccn3)CC2)oc2ccccc12)c1ccc([N+](=O)[O-])cc1	13	4	3	-1	-4
4	COc1ccccc1N1CCN(c2cc(=O)n(-c3ccc(Br)cc3)c(=O)[nH]2)CC1	1	-4	-7	-5	4
5	Oc1ccc(Nc2nc(-c3ccccc3F)nc3ccccc23)cc1	-7	-4	3	-2	13
6	CC(C)c1ccc(NC2CCCN(C(=O)CCN3CCCC3=O)C2)cc1 (stereo not drawn)	1	3	-6	-17	-9
7	Fc1ccc(CSc2nnc3ccc(-c4ccncc4)nn23)cc1	15	2	-5	-2	8
8	CC1CN/C(=C\C(=O)c2ccc(Br)cc2)C(=O)N1 (stereo not drawn)	24	3	19	3	13
9	CC(=O)Nc1ccc(NC(=O)CCCn2cnc3ccccc3c2=O)cc1	18	-1	-1	-4	-11
10	CCCCNc1c(-c2ccc(OC)c(SC3CCCCC3)c2)nc2cnccn12	-498	-23	23	-12	-2

entry	Apaf-1 inh	SENP7 inh	HKDC1 inhibitor	NLRP3 yeast inh
1	-10	-9	11	20
2	1	-1	-4	-11
3	16	-5	-6	17
4	-8	-2	-11	17
5	4	4	2	13
6	-15	5	-1	5
7	-24	-5	-10	-5
8	2	2	-20	16
9	7	-14	-4	-10
10	36	-1	5	13

Some of these compounds in order of formula weight, largest number first.
entry	SMILES	SENP8 block-1	SENP1 FRET inh	PfG6PD inh	SENP8 block-2	SENP6 inh
3	O=C(Nc1c(C(=O)N2CCN(c3ccccn3)CC2)oc2ccccc12)c1ccc([N+](=O)[O-])cc1	13	4	3	-1	-4
4	COc1ccccc1N1CCN(c2cc(=O)n(-c3ccc(Br)cc3)c(=O)[nH]2)CC1	1	-4	-7	-5	4
10	CCCCNc1c(-c2ccc(OC)c(SC3CCCCC3)c2)nc2cnccn12	-498	-23	23	-12	-2
9	CC(=O)Nc1ccc(NC(=O)CCCn2cnc3ccccc3c2=O)cc1	18	-1	-1	-4	-11
7	Fc1ccc(CSc2nnc3ccc(-c4ccncc4)nn23)cc1	15	2	-5	-2	8
5	Oc1ccc(Nc2nc(-c3ccccc3F)nc3ccccc23)cc1	-7	-4	3	-2	13
8	CC1CN/C(=C\C(=O)c2ccc(Br)cc2)C(=O)N1 (stereo not drawn)	24	3	19	3	13
1	CC1CCc2c(C(=O)NCCN3CCOCC3)csc2C1 (stereo not drawn)	11	-1	-3	-3	-13
2	FC(F)(F)c1nc2nncn2c2c1CCCCC2	-472	5	14	-7	-8

entry	Apaf-1 inh	SENP7 inh	HKDC1 inhibitor	NLRP3 yeast inh
3	16	-5	-6	17
4	-8	-2	-11	17
10	36	-1	5	13
9	7	-14	-4	-10
7	-24	-5	-10	-5
5	4	4	2	13
8	2	2	-20	16
1	-10	-9	11	20
2	1	-1	-4	-11

(cont.)
entry	SMILES	SENP8 block-1	SENP1 FRET inh	PfG6PD inh	SENP8 block-2	SENP6 inh
11	CN(C)c1ccc(/C=N/NC(=O)CCCO)cc1	-402	-4	-2	-4	20
12	Cc1ccc2c(c1)C1CN(C)CCC1N2C(=O)c1ccccc1NS(=O)(=O)c1cccc(C(F)(F)F)c1 (stereo not drawn)	23	-3	-3	-5	10
13	CC1CCN(C2CC(=O)N(c3ccc(Br)cc3Br)C2=O)CC1 (stereo not drawn)	23	-2	4	-6	-23
14	CCOC(=O)CSc1nc(NC#N)nc(N(CC)CC)n1	13	0	-22	-3	-18
15	Cc1ccc(S(=O)(=O)NCC(=O)N(CCc2ccccc2)CC(=O)NCc2ccco2)cc1	15	0	34	.	.
16	N/C(=N\OC(=O)c1cccc(Br)c1)c1ccccn1	3	0	23	86*	96*
17	COC(=O)c1sccc1NC(=S)N1CCN(c2cc(C)ccc2C)CC1	16	0	-13	-2	-3
18	Cc1ccc2cc(CN(CC3CCCO3)C(=S)NCc3ccco3)c(=O)[nH]c2c1C (stereo not drawn)	-25	-7	26	-11	-11
19	O=C1NC(=O)/C(=C/c2cc3c(cc2Br)OCO3)S1	-55	1	-30	.	.
20	Cc1ccc2[nH]c(=O)c(CN3CCCCC3)c(-c3ccccc3)c2c1	-140	-11	25	1	10

entry	Apaf-1 inh	SENP7 inh	HKDC1 inhibitor	NLRP3 yeast inh
11	-2	1	-10	13
12	12	-2	-1	5
13	-7	2	3	-5
14	-4	-3	1	-22
15	.	.	-1	.
16	15	98*	-5	30
17	6	-6	-6	-1
18	23	-4	5	0
19	.	.	10	.
20	20	3	17	14

(list continues)
entry	SMILES	SENP8 block-1	SENP1 FRET inh	PfG6PD inh	SENP8 block-2	SENP6 inh
21	O=C(O)c1ccc(Cl)c(N2C(=O)Nc3ccccc3N2O)c1	19	2	1	-6	-2
22	Nc1nc(=S)[nH]c2c1C1(CCCCC1)Cc1ccccc1-2	0	2	-3	.	.
23	CCOC(=O)c1sc(NC(=O)c2ccco2)nc1-c1ccccc1	-85	0	-20	-3	-13
24	Cc1ccc(C)c(OCC(=O)NCC(c2ccco2)N2CCCCC2)c1 (stereo not drawn)	11	-1	-1	-3	-10
25	Cc1nnc2ccc(-c3cccc(NS(=O)(=O)c4ccccc4Cl)c3)nn12	-56	0	2	-8	-9
26	Cc1ncoc1C(=O)N1CCCC(CCC(=O)NCc2ccccc2F)C1 (stereo not drawn)	-1	1	-8	4	-17
27	COc1ccc(OC)c(C(=O)COC(=O)c2cccnc2Cl)c1	-98	0	-25	-4	-12
28	COc1ccc(/C=C(\NC(=O)c2ccco2)C(=O)N2CCCCC2)cc1	-8	0	26	3	6
29	CC(NC(=O)CSc1nnc(COc2ccccc2)o1)c1ccccc1 (stereo not drawn)	9	1	-16	1	-2
30	Cc1cccc(C)c1NC(=O)CN1C(=O)NC(C)(C2CC2)C1=O (stereo not drawn)	2	1	16	-3	9

entry	Apaf-1 inh	SENP7 inh	HKDC1 inhibitor	NLRP3 yeast inh
21	2	-10	3	25
22	.	.	16	.
23	5	-7	-2	16
24	16	12	1	11
25	18	2	-1	20
26	0	9	0	-14
27	12	2	-6	38
28	-2	-1	-3	16
29	3	-5	5	13
30	-5	3	-9	8

The list goes on.
entry	SMILES	SENP8 block-1	SENP1 FRET inh	PfG6PD inh	SENP8 block-2	SENP6 inh
31	O=C(Nc1nnc(Cc2ccccc2)s1)c1ccccc1	5	-3	-2	-10	23
32	COc1cccc(NC(=O)CN(C)C(=O)c2cccc(S(=O)(=O)N3c4ccccc4CC3C)c2)c1 (stereo not drawn)	4	0	17	1	-6
33	Cc1ccc(C(=O)OCC(=O)Nc2c(Cl)cc(S(N)(=O)=O)cc2Cl)o1	12	3	-9	-11	-15
34	CN(CC1CCOCC1)C(=O)CC1C(=O)NCCN1Cc1ccc(F)c(F)c1 (stereo not drawn)	-56	-7	-3	-6	-4
35	CC(C)(C)OC(=O)C[C@@H]1C/C=C\C[C@@H](CC(=O)N[C@H](CO)Cc2ccccc2)C(=O)N2CCC[C@@H]2COC1=O	12	3	0	9	-7
36	CN1CCN(S(=O)(=O)c2ccc3[nH]cc(C(=O)O)c(=O)c3c2)CC1	-18	3	2	9	-5
37	CCOc1ccc(N=Nc2c(=O)[nH]n3c(C)cc(C)nc23)cc1	53*	8	6	-7	-3
38	COc1ccc(CN2CCC(n3nccc3NC(=O)c3ccc4c(c3)OCO4)CC2)cc1C	17	1	-5	-4	12
39	COc1ccc(/C=N/OCC(=O)Nn2c(C)nc3ccccc3c2=O)cc1	2	3	-6	-7	1
40	O=C(O)c1ccccc1S(=O)(=O)NCC(O)COC1CCCCC1 (stereo not drawn)	43*	-1	-3	-13	-18

entry	Apaf-1 inh	SENP7 inh	HKDC1 inhibitor	NLRP3 yeast inh
31	-18	-5	-2	38
32	5	5	9	7
33	-4	-8	-1	21
34	-3	11	3	-1
35	-6	-4	-4	19
36	-20	7	0	-9
37	10	-14	13	6
38	8	0	2	19
39	-12	-2	-2	-11
40	-5	-7	6	-12

(listing goes on)
entry	SMILES	SENP8 block-1	SENP1 FRET inh	PfG6PD inh	SENP8 block-2	SENP6 inh
41	CCOC(=O)C1CCCN(C(=O)c2cc3ccc(OC)cc3[nH]2)C1 (stereo not drawn)	6	-14	-6	-7	3
42	Clc1ccc(/C=N/Nc2ccccn2)cc1	7	1	34	52*	13
43	CCCCN(C(=O)Cn1nnc2ccccc21)C(C(=O)NCCOC)c1ccc(OC)cc1 (stereo not drawn)	12	2	-1	10	5
44	Cc1nn(C(C)C(=O)NC2C(=O)N3C(C(=O)O)=C(CSc4nnnn4C)CSC23)cc1Cl (stereo not drawn)	7	0	17	-10	-16
45	CCOC(=O)N1CCC(NC(=O)C2CCN(S(=O)(=O)N3CCCC3)CC2)CC1	8	3	-14	-8	-2
46	Oc1ccc(C(=S)N2CCCC2)cc1	12	-2	43	-12	-5
47	COC(=O)c1sc(-c2ccc(Cl)cc2)cc1NC(=O)/C=C/C(=O)O	-56	2	-21	-5	-12
48	O=C(Cc1ccc(Br)cc1)NCCCn1ccnc1	-52	-1	-12	6	-21
49	Cc1ccc(-n2c(CCc3nc4ccccc4[nH]3)n[nH]c2=S)cc1	3	2	41	-4	-1
50	O=C(NNc1ccccc1)C(CCO)C(=O)NNc1ccccc1	0	2	10	0	2

entry	Apaf-1 inh	SENP7 inh	HKDC1 inhibitor	NLRP3 yeast inh
41	3	2	-2	4
42	-2	69*	-11	-21
43	3	3	-2	-2
44	-4	-7	-2	7
45	-4	-27	2	-4
46	-2	8	-10	-2
47	13	-9	11	-5
48	2	-3	0	14
49	-1	1	-1	8
50	7	7	-8	24

(continued)
entry	SMILES	SENP8 block-1	SENP1 FRET inh	PfG6PD inh	SENP8 block-2	SENP6 inh
51	Nc1c2nc(-c3ccccc3)[nH]c(=O)c2nc(=O)n1-c1ccccc1	-343	-17	7	4	-14
52	COc1cc(/C=C2\C(=N)N3N=C(C)SC3=NC2=O)cc(OC)c1OCCOc1ccccc1C	-7	-1	-24	-10	-40
53	C/C(=N\Nc1ccc2nncn2n1)c1cccs1	-6	2	-8	-9	-6
54	CC(=O)c1ccc(OCC(O)CN2CCN(S(=O)(=O)c3c(C)cc(C)cc3C)CC2)cc1 (stereo not drawn)	17	2	-1	.	.
55	O=C(COC(=O)c1ccccc1O)Nc1cccnc1Cl	4	2	-2	-7	-11
56	O=[N+]([O-])c1cccc(-c2ccc3nnc(SCc4cccnc4)n3n2)c1	3	0	11	.	.

entry	Apaf-1 inh	SENP7 inh	HKDC1 inhibitor	NLRP3 yeast inh
51	-9	2	-4	13
52	23	-17	6	35
53	-12	7	-3	8
54	.	.	2	.
55	-10	-3	4	7
56	.	.	-3	.
